Source: PubChem (several laboratories)
cardiac RTF act – cardiac RTF calcium sensitivity activators, primary screen, biochemical, IANBD-TnC fluorescence, EC20 calcium. activation, % at 7.2 µM. Troponin I, cardiac muscle (Homo sapiens) + Troponin T, cardiac muscle (Homo sapiens) + …. 340,000 tested, 0.24% active. IANBD-labeled TnC RTF fluorescence at EC20 calcium; 0% EC20 calcium, 100% full calcium;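 active means activation above the mean over all tested compounds plus 3 SD, cut at about 30% in these data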;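 further: rise in fluorescence read as greater calcium sensitivity of cardiac thin filaments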
PKA-R2B activ – activators of PKA-R2B holoenzyme, primary screen, biochemical, fluorescence polarization, Cy5-IP20, human; cAMP-dependent protein kinase catalytic subunit beta (Homo sapiens) + cAMP-dependent …; PKA-R2B holoenzyme dissociation; R2B truncated from residue 108, S112A mutant; 0% DMSO only, 100% 113 µM cGMP; activation, % at 11.4 µM; 340,000 tested, 0.079% active;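 active means activation above a cutoff set at the mean over all compounds plus 3 SD, cut at about 18% in these data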;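 further: higher means more holoenzyme dissociation and a rise in polarization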
SR-BI DiI-HDL act – activators of SR-BI mediated DiI-HDL uptake, primary screen, ldlA[mSR-BI] CHO cells, DiI fluorescence. 3 h; 100 = double the neutral-control signal. AID 504775, 2011. 320,000 tested, 0.096% active. activation, % at 12.5 µM;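 active means mean replicate activation of at least 60% and every replicate at or above 60%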;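 further: 0% = median plate neutral-control signal and 100% = twice that signal; values of inactives mirror those of a sister screen read the other way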
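Assay system: LDL receptor-deficient CHO ldlA cells overexpressing murine SR-BI / Medium: BSA-supplemented, HEPES-buffered Ham's F12, pH 7.4 / Probe or stimulus: DiI-labelled HDL at 10 µg/mL final / Timing: compound with DiI-HDL co-incubation, 3 h at 37 °C / Technique: bottom-read cell fluorescence after medium removal, ex 550/em 595 nm / Measure: HDL uptake via cellular fluorescence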
CAL PDZ FP-1 – untagged CAL PDZ binding inhibitors, primary screen, biochemical, fluorescence polarization, HTS | Golgi-associated PDZ and coiled-coil motif-containing protein (Homo sapiens), Q9HD26 | purified CAL PDZ, TMR-peptide fluorescence polarization, 1 h | inhibition, % at 24.9 µM | 300,000 tested, 0.92% active | AID 602252, 2012;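 active means mean inhibition of at least 30% with at least half of replicates also reaching 30%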;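 further: 0% = DMSO neutral control and 100% = excess unlabeled competitor peptide PRC23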
Keap1-Nrf2 PPI – Keap1-Nrf2 protein-protein interaction inhibitors, primary screen, biochemical, fluorescence polarization, single point | inhibition, % at 9.4 µM | Keap1 Kelch-Nrf2 peptide fluorescence polarization, 1536-well | 340,000 tested, 0.15% active; in the data active means inhibition above about 12%;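 further: human Keap1 Kelch domain with fluorescein labeled Nrf2 9mer peptide probe; 0% = neutral control wells and 100% = peptide positive control; higher means more block of Keap1 binding to Nrf2 peptide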
Target sequence (Q14145 whole entry, looked up, the tested form may be a part): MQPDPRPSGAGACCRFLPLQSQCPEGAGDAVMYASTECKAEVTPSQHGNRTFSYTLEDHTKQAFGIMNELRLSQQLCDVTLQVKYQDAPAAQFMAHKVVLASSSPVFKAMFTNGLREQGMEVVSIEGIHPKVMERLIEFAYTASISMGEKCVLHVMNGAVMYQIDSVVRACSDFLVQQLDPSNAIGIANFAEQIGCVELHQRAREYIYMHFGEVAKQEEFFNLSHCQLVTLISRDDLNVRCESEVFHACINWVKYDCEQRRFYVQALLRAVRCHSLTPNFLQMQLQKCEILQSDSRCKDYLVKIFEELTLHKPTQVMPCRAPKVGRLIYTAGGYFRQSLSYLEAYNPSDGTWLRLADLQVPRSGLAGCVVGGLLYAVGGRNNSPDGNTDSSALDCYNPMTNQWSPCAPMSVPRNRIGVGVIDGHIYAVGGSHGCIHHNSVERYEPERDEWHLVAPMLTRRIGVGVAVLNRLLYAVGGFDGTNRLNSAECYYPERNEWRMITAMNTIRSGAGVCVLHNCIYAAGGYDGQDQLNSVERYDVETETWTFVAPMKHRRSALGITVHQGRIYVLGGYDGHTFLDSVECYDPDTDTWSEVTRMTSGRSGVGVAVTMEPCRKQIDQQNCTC
DAGLB inhibitor – DAGLB lipase inhibitors, primary screen, biochemical, fluorescence, HTS; HEK293T DAGLB membrane lysate, EnzChek fluorogenic substrate; Diacylglycerol lipase-beta (Homo sapiens), Q8NCG7; inhibition, % at 5.17 µM; 340,000 tested, 0.059% active; AID 504411, 2011; in the data active means inhibition above about 34%;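 further: 0% = enzyme with vehicle and 100% = wells lacking enzyme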
Rtt109 Vps75 – inhibitors of C. albicans Rtt109/Vps75 HAT, primary screen, biochemical, ThioGlo CoA-SH fluorescence, plate reader; purified Rtt109/Vps75, 4 h; inhibition, % at 34.9 µM; 330,000 tested, 0.16% active; AID 540336, 2011;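 active means inhibition of at least 50% in every replicate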
Target sequence (Q5AAJ8 whole entry, looked up): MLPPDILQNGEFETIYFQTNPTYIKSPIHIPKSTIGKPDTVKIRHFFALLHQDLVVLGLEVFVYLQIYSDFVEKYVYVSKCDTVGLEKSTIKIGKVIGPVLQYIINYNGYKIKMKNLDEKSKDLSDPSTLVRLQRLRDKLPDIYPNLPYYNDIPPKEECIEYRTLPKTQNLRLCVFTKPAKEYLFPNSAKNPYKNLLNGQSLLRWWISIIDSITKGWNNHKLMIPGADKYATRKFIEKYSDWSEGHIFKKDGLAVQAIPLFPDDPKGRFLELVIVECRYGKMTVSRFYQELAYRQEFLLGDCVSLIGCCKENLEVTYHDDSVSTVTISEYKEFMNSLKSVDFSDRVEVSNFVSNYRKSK
RTF Ca sens inh – cardiac RTF calcium sensitivity inhibitors, primary screen, biochemical, IANBD-TnC fluorescence, EC70 calcium; Troponin I, cardiac muscle (Homo sapiens) + Troponin T, cardiac muscle (Homo sapiens) + …; IANBD-labeled cardiac RTF, Ca2+ fluorescence; inhibition, % at 7.15 µM; 340,000 tested, 0.12% active; AID 493244, 2011;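 active means inhibition above the mean inhibition of all tested compounds plus 3 SD, cut at about 17% in these data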;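 further: assay run at fixed EC70 calcium of 1.6 mM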
C-LANA FP – inhibitors of KSHV C-LANA binding to DNA, primary screen, biochemical, fluorescence polarization, FAM-LBS DNA, MBP-C-LANA, single point | Kaposi's sarcoma herpesvirus LANA C-terminal domain (residues 932-1162) DNA binding | inhibition, % at 9 µM | 340,000 tested, 0.078% active | AID 504423, 2011;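 active means highest replicate inhibition at or above 60% at 9 µM, even if other replicates fall short; inactive means all replicates below 60% inhibition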;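 further: 0% = neutral control wells and 100% = 4 µM acridine orange control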
CAL PDZ FP-2 – CAL PDZ peptide-binding inhibitors, primary screen, biochemical, fluorescence polarization, Cer-tagged CAL PDZ, HTS; 330,000 tested, 0.02% active; inhibition, % at 20 µM; AID 504414, 2011; purified CAL PDZ, TMR-peptide fluorescence polarization, 1 h;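 active means highest replicate inhibition of at least 40%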;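 further: plate controls were DMSO neutral control wells for no effect and unlabeled competitor peptide control wells for full effect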
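Assay system – tagged CAL PDZ protein CerCALP, purified · Timing – 1 h at RT · Compound – single point, 20 µM · Measured by – fluorescence polarization from S- and P-plane intensities, G-factor corrected · Evaluation – inhibition from polarization loss · Probe or stimulus – TMR reporter peptide T*-PRC34 · Buffer or medium – pH 7.4 phosphate-saline buffer, reducing agent, detergent, IgG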
* marks the source's active call; other numbers are inactive results; x = not tested or not shown. Compounds as they come, and some 1.6% of all compounds hit somewhere here.

cardiac RTF act,PKA-R2B activ,SR-BI DiI-HDL act,CAL PDZ FP-1,Keap1-Nrf2 PPI,DAGLB inhibitor,Rtt109 Vps75,RTF Ca sens inh,SMILES,C-LANA FP,CAL PDZ FP-2
-5,9,-23,0,-5,-2,-1,-5,O=C(c1ccccc1)N1N=C(c2ccccc2O)CC1c1ccc(Br)cc1 (centres undefined),0.9,0.0
3,1,23,-2,-5,0,5,-13,Nc1ccc(-c2nc3ccc(C(=O)O)cc3s2)cc1,51,0.9
9,-3,12,-9,1,0,-6,-3,CC(C)(C)C(=O)NC1=NCCS1,1.8,-0.3
1,-1,-19,x,7,7,1,-8,COc1cccc(NC(=O)CSc2nc3c(oc4ccccc43)c(=O)[nH]2)c1,-1.1,-3.4
-9,-5,-57,-5,-6,6,16,7,O=C(C1CCN(c2ncnc3c2nc2n3CCCCC2)CC1)N1CCN(c2ccc(F)cc2)CC1,0.0,-2.6
-4,1,x,-3,-1,1,3,-1,COc1ccc(S(=O)(=O)N(Cc2ccccc2)c2ccccc2C(=O)N2CCOCC2)cc1,-1.6,-1.6
5,-1,4,0,-5,-2,4,-2,O=C(CN1C(=O)C2CCCCN2C(=O)c2ccccc21)N1CCCc2ccccc21 (centres undefined),-0.5,-0.4
-6,-6,14,0,1,2,3,0,Cc1ccc(NC(=O)CSc2nc3c(c(=O)[nH]2)CCC3)cc1C,0.2,-1.2
2,-4,18,-2,1,-5,1,-11,CCOC(=O)C1(Cc2ccccc2)CCN(Cc2ccc(C)s2)CC1,1.7,-2.0
-1,-16,11,3,-1,2,24,-4,COc1ccccc1CNC(=O)Cn1c(=O)c2cccn2c2cccnc21,0.6,-2.7
-4,1,-1,-5,-4,3,-6,2,Cc1ccc(S(=O)(=O)NCC(=O)N2CCCCC2)cc1,0.6,0.5
7,-5,-17,3,2,-2,21,-3,CCOc1ccc(-c2nc(N)ncc2Oc2ccc(OC)cc2)c(O)c1,1.1,-0.1
-5,-7,8,10,-5,10,-5,-1,O=C(O)Cn1cc(/C=N/Nc2ccc([N+](=O)[O-])cn2)c2ccccc21,0.4,0.2
-3,-4,0,5,2,0,-4,-2,CN(CCc1ccccn1)C(=O)c1nn2c(C(F)(F)F)cc(-c3ccco3)nc2c1Cl,1.7,0.3
3,-2,24,-6,-2,-5,1,-4,CCOC(=O)c1c(SC)n(-c2ccccc2)c(=S)n(-c2ccccc2)c1=O,-0.9,-0.3
-2,-5,-11,-6,-7,1,22,-2,COc1ccc(C)cc1NC(=O)c1ccc(N(C)S(C)(=O)=O)cc1,0.6,x
-2,0,24,0,-6,-4,0,-9,CCO[C@@H]1OC(C(=O)N2CCN(C)CC2)=C[C@H](c2ccc(C(F)(F)F)cc2)[C@H]1CCCO,-0.7,-0.2
3,8,-19,-7,1,-3,7,10,COc1ccc(NC(=O)c2ccc3ccccc3n2)cc1S(=O)(=O)N1CCCCC1,1.2,-5.0
3,2,12,0,2,1,-6,-12,COc1ccccc1C(=O)NC(=O)Cn1nc(C)c([N+](=O)[O-])c1C,-0.2,-2.6
-1,-3,-12,-1,-4,-3,-3,-3,CCC(C)NC(=O)Cn1c(COc2ccc(Cl)cc2Cl)nc2ccccc21 (centres undefined),0.7,-0.1
-5,-18,-5,x,1,-3,1,-7,CC(=O)N(C(C)=O)C1=C(C#N)C2(CCCCC2)Cc2ccccc21,-0.2,-0.2
1,-5,5,2,-3,-5,-1,-14,CCOC(=O)Cc1nnc(NC(=O)C(CC)Sc2nncn2C)s1 (centres undefined),1.5,0.6
-6,-4,-4,3,0,3,-3,-3,CC(=O)Nc1ccc(N(C(=O)CNC(=O)c2ccco2)C(C(=O)NCc2ccco2)c2ccccc2F)cc1 (centres undefined),0.5,-0.5
-2,-1,-76,-2,-1,4,64*,2,CCOC(=O)c1ccc(N=C2C(=S)N(c3ccc(C(=O)OCC)cc3)C(=N)N2/N=C/c2ccccc2)cc1,-0.6,-3.8
-9,-3,15,-3,4,-2,7,-3,Cc1ccc(C)c(N2C(=O)CN=C2Nc2ccccc2Cl)c1,-5.8,0.1

Single records, from the list above. Screens in order: cardiac RTF act	PKA-R2B activ	SR-BI DiI-HDL act	CAL PDZ FP-1	Keap1-Nrf2 PPI	DAGLB inhibitor	Rtt109 Vps75	RTF Ca sens inh	C-LANA FP	CAL PDZ FP-2
O=C(CN1C(=O)C2CCCCN2C(=O)c2ccccc21)N1CCCc2ccccc21 (centres undefined) is listed as 5	-1	4	0	-5	-2	4	-2	-0.5	-0.4
COc1ccc(C)cc1NC(=O)c1ccc(N(C)S(C)(=O)=O)cc1 is listed as -2	-5	-11	-6	-7	1	22	-2	0.6	x

Other results
cardiac RTF act,PKA-R2B activ,SR-BI DiI-HDL act,CAL PDZ FP-1,Keap1-Nrf2 PPI,DAGLB inhibitor,Rtt109 Vps75,RTF Ca sens inh,SMILES,C-LANA FP,CAL PDZ FP-2
-1,-1,4,-6,-5,4,-2,-3,COc1ccc(C(=O)N(CCN2CCOCC2)CC(=O)NC2CCCC2)cc1OC,3.0,x
1,-3,1,-3,-1,-3,-3,1,Nc1nc(N)nc(-c2ccccc2-c2nc(N)nc(N)n2)n1,4.9,0.0
25,-2,-58,x,-12,-44,-3,-99,COc1cc2nc(/C=C/c3ccc(N(C)C)cc3)sc2cc1SC,4.8,-1.0
-1,0,-10,2,1,1,2,-5,Cc1onc(-c2c(F)cccc2Cl)c1C(=O)Nc1nnc(-c2ccccc2)s1,-0.1,x
-2,0,-34,-7,1,-4,-5,-4,CCCn1c(SC(C)C(=O)NCC2CCCO2)nc2cc(Cl)ccc2c1=O (centres undefined),-8.7,-0.3
3,-6,-25,0,-2,-5,0,-10,Cc1ccc(NC(=O)CSc2ccccc2NC(=O)c2ccccc2Cl)cc1Cl,-0.8,0.0
1,-10,1,-3,1,1,-10,-14,CC12CCC(=O)N1C(C(=O)Nc1ccc(F)c(Cl)c1)CS2 (centres undefined),-1.9,0.6
9,7,21,-3,-5,-3,7,-2,COc1ccccc1NC(=O)C(=O)Nc1ccccn1,-0.8,-1.7
0,2,16,-2,-2,3,5,-12,C/C(=N\NC(=O)c1cc(-c2ccc(C)s2)[nH]n1)c1ccncc1,-1.4,-4.1
-3,1,4,7,0,-4,22,-13,O=C(COc1ncnc2ccccc12)NCc1ccco1,-4.3,-0.2
-5,-8,-15,11,-1,1,6,-12,CCCc1cc(=O)[nH]c(N/N=C/C=C\c2ccccc2)n1,1.0,-1.3
0,1,12,-3,-4,0,x,-13,O=C(CCC1CCCC1)NCCCN1CCOCC1,-0.1,-2.2
-10,-1,11,1,-3,0,-4,2,CC1(c2ccccc2)NC(=O)N(CC(=O)Nc2ccccc2N2CCCCC2)C1=O (centres undefined),0.1,-1.9
3,-1,21,-1,2,2,0,-10,Oc1cccnc1CN1CCOCC1,2.1,-0.1
1,-3,-8,x,1,0,-9,-3,CC(C(=O)c1ccc(-c2ccccc2)cc1)[n+]1cccc(NC(=O)c2ccccc2)c1 (centres undefined),-4.3,-4.7
5,0,-42,-3,-4,1,-6,4,CC(C)NS(=O)(=O)c1ccc(OCC(=O)N2CCN(c3ccccc3)CC2)cc1,0.5,-3.1
5,-3,3,-3,-3,6,7,-12,COc1ccc(/C=N/N=C2/C(=O)Nc3ccccc32)cc1O,0.6,1.0
7,2,x,-8,-1,1,-1,-4,Cc1ccc(-c2ccc3nnc(SCC(N)=O)n3n2)cc1,0.6,-1.8
5,10,-19,x,-4,-1,6,-10,O=C(NC1CCCCCC1)C1c2ccccc2C(=O)N1Cc1cccs1 (centres undefined),-0.9,-1.5
0,1,19,-2,-1,1,0,2,COc1ccc(CC2(CO)CCN(C(C)COc3ccccc3)CC2)cc1 (centres undefined),-2.1,0.3
-4,9,13,-4,-3,2,-3,-2,Cc1cc(OCC(=O)Nc2ccncc2)ccc1[N+](=O)[O-],0.1,-0.8
4,1,19,2,-2,1,4,-7,CN(CC(=O)Nc1ccccc1Br)C(=O)CN1CCN(Cc2ccc(Cl)cc2)CC1,2.7,0.9
-12,-3,-27,3,-1,3,1,0,CCOc1ccc(NC2=C(Cl)C(=O)N(C3CCCCC3)C2=O)cc1,2.2,0.3
-1,5,1,-4,-4,-3,0,-2,CCC(CC)=C(C#N)C(=O)NC1CCCCC1,-0.5,-0.4
1,-2,1,-4,-4,0,1,-6,CCCCc1ccc(NC(=S)NCCCN2CCOCC2)cc1,0.0,-1.3
3,5,5,7,-2,6,-4,0,O=C(Cn1nc(-c2ccccc2)c2ccccc2c1=O)Nc1ccc(O)cc1,-0.9,-0.7
-8,-5,-5,-1,-3,25,-13,3,Oc1cccc(-c2nnc(-c3cccc(O)c3)nn2)c1,-1.1,-0.5
3,-6,-22,-1,-2,-5,3,-5,O=c1[nH]c(Nc2ccccc2)cc2cc(Br)ccc12,0.2,0.5
4,-12,25,-5,-4,0,3,-7,NS(=O)(=O)c1cc(C(=O)OCC(=O)NC2CCCCCCC2)ccc1Cl,-0.1,-1.6
0,0,11,0,-1,0,-8,2,Cc1ccc(C)c(N2N=C(C(=O)O)CCC2=O)c1,-14,-0.4
3,-5,-5,1,-5,3,1,-1,O=[N+]([O-])c1cc(S(=O)(=O)N2CCCC2)ccc1N/N=C/c1ccccn1,-0.9,0.0
-5,-8,x,7,-2,4,0,-7,Cc1ccc(NS(=O)(=O)c2cc(Br)cnc2N)c(Cl)c1,1.1,-1.1
0,-4,-14,x,-9,-1,10,-2,Cc1[nH]c2ccccc2c1SCc1n[nH]c(=S)n1C,0.9,0.9
1,-9,19,27,-6,0,2,-2,CCn1cc(S(=O)(=O)NCCc2ccc(OC)c(OC)c2)cn1,-1.0,-2.8
4,-3,-33,x,-3,1,1,-2,COc1ccc(OCc2nnc(SCC(=O)Nc3cccc(C(C)=O)c3)o2)cc1,-0.1,-0.9
4,1,-13,-6,-2,-2,10,-4,Clc1ccccc1C(c1nnnn1Cc1ccco1)N1CCN(Cc2ccco2)CC1 (centres undefined),-0.4,x
